ALDH1A1 block – qHTS Assay for Inhibitors of Aldehyde Dehydrogenase 1 (ALDH1A1). Purified ALDH1A1, NADH fluorescence, propionaldehyde substrate. Potency, µM (top dose mostly 75.3 µM), for inactives: top-dose activity, negative = inhibition, hits mostly inhibitors. hit rate 7.3% among 220,000. Aldehyde dehydrogenase 1A1 (Homo sapiens), P00352; active = well fitted inhibition curve with a large enough effect, not every such curve was filed as active; inconclusive = small, poorly fitted or top-dose-only effect, or another doubt; inactive = no such curve, though single readings can be large or run the other way;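 also: plate controls were no enzyme wells and a reference inhibitor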
Target sequence (P00352 whole entry, looked up): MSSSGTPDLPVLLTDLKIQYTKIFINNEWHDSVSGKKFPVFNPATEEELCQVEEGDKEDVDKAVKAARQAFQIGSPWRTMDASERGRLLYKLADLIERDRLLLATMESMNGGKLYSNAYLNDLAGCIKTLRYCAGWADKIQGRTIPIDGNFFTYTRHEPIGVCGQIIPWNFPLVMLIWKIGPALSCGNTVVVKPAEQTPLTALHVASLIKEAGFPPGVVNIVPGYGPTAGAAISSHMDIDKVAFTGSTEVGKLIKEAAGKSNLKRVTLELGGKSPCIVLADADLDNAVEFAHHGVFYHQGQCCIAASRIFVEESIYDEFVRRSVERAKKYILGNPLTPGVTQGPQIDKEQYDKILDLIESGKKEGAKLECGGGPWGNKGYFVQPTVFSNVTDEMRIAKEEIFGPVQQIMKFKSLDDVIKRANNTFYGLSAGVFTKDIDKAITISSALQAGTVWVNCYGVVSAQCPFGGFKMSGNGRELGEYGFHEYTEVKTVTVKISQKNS
Tau fibril ThT – qHTS for Inhibitors of Tau Fibril Formation, Thioflavin T Binding; recombinant tau K18 P301L (four-repeat tau fragment), heparin-induced fibrillization, ThT fluorescence; Potency, µM (doses to about 57.4 µM), for the others: at the highest dose activity, negative = inhibition, actives largely listed as inhibitors; hit rate 2.1% among 270,000; AID 1460, 2008; also: % is scaled to controls: 0 for no effect and ±100 for the full control effect; nearly all actives have a fitted effect of over 55% in size
Target sequence (P10636 561-689 P618L limits assumed): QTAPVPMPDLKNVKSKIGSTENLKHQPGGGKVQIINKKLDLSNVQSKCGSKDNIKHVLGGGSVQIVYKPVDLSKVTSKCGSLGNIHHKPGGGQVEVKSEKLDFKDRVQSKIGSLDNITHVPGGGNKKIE
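Tau K18 P301L fragment (15 uM unlabeled plus 0.24 uM Alexa 594-labeled) in 100 mM sodium acetate pH 7 with compound, fibrillization induced by 20 uM heparin for 6 hr at 37 C. Thioflavin T (30 uM) added, fluorescence read after 1 hr (ex 450, em 510 nm).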
KinaseGlo FLuc – Counterscreen for Luciferase (Kinase-Glo TM) Inhibition. Luciferin 4-monooxygenase (Photuris pensylvanica), Q27757. Kinase-Glo luciferase, ATP luminescence, 8 min. hit rate 0.28% among 200,000. Potency, µM (top dose mostly 38.3 µM), for the others: top-dose activity change, negative = inhibition, most hits filed as inhibitors; also: % is scaled to controls: 0 for no effect and ±100 for the full control effect; nearly all actives have a fitted effect of over 60% in size
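Recombinant Kinase-Glo luciferase, 10 uM ATP (linear range), luciferin; imidazole pH 7.2 / KCl / MgCl2 / Tween / BSA buffer; 8 min RT; luminescence.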
SMN2 splice up – qHTS Assay for Enhancers of SMN2 Splice Variant Expression; Potency, µM (titrated, usually from 46.1 µM), without a hit: at the top dose activity change, positive = activation, hits mostly activators; AID 1458, 2008; hit rate 2.8% among 210,000; HEK293 SMN2-luciferase splicing reporter, luminescence, 30-36 h; also: % of control where 0% means no effect; nearly all actives have a fitted effect of over 55% in size
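HEK293 cells carry an SMN2 […]–luciferase reporter in which exon 7 inclusion puts luciferase in frame. Cells were plated 10-12 h before compound addition, then incubated 30-36 h at 37C. ONE-Glo luminescence was read; sodium butyrate at 4.5 mM final served as control.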
LMNA splice mod – qHTS Assay for Modulators of Lamin A Splicing; AID 1487, 2009; hit rate 0.01% among 200,000; HeLa LMNA splicing GFP/RFP minigene ratio, 48 h; Potency, µM (doses to about 46.1 µM), inactives show at the top dose ratio change, negative = inhibition, hits mostly inhibitors; active = well fitted inhibition curve with a large enough effect in the signal ratio, with a control signal flat, not every such curve was filed as active; inconclusive = small, poorly fitted or top-dose-only effect, or effect the other way, or a change in a side signal; the % refers to the signal ratio; also: % is scaled to controls: 0 for no effect and ±100 for the full control effect
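S3 HeLa cells stably expressing lamin A-EGFP splicing minigene plus DsRed2, 600 cells/well, 48 h compound exposure at 37C. Laser-scanning cytometry; analysed as GFP (500-530 nm)/RFP (575-640 nm) total intensity ratio; 0.5% DMSO vehicle.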
RECQ1 inh – qHTS Assay for Inhibitors of RecQ-Like Dna Helicase 1 (RECQ1). RECQ1 DNA unwinding, red fluorescence kinetic read. hit rate 0.54% among 240,000. AID 2549, 2010. Potency, µM (top dose mostly 57.3 µM), for inactives: at the top dose activity, negative = inhibition, most hits filed as inhibitors;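 also: plate controls were vehicle for no effect and no enzyme for full effect; nearly all actives have a fitted effect of over 30% in size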
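RECQ1T1 50 nM; forked duplex (20 bp + 30-nt ss tails) 200 nM, ATP 2 mM final; pH 8.0, 2 mM MgCl2, 2.5 ug/ml poly(dI-dC); 15 min compound preincubation; discontinuous kinetic read over 2 h at RT.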
L3MBTL1 block – qHTS Assay for the Inhibitors of L3MBTL1; Lethal(3)malignant brain tumor-like protein 1 (Homo sapiens), Q9Y468; AlphaScreen L3MBTL1–H3K9me1 peptide binding; Potency, µM (titrated, usually from 57.1 µM), for the others: top-dose activity, negative = inhibition, hits mostly inhibitors; hit rate 0.66% among 230,000; AID 485360, 2010; also: % is scaled to controls: 0 for no effect and ±100 for the full control effect; nearly all actives have a fitted effect of over 60% in size
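AlphaScreen proximity signal between nickel-chelate acceptor and streptavidin donor beads (final 10 ug/mL) reports binding of 50 nM L3MBTL1 to 75 nM biotin-H3 K9me1 peptide; complex incubated with compounds 30 min at room temperature; cefsulodin titration as control.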
JMJD2E inh – qHTS Assay for Inhibitors of Human Jumonji Domain Containing 2E (JMJD2E). Lysine-specific demethylase 4E (Homo sapiens), B2RXH2. JMJD2E catalytic domain, FDH-coupled NADH fluorescence (FDH is formaldehyde dehydrogenase). Potency, µM (series often up to 57.1 µM), inactives show top-dose activity change, negative = inhibition, usual class: inhibitors. hit rate 1.6% among 230,000. AID 2147, 2009; active = well fitted inhibition curve with a large enough effect, not every such curve was filed as active; inconclusive = small, poorly fitted or top-dose-only effect, or another doubt; inactive = no such curve, though single readings can be large or run the other way;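 also: 0% = wells with enzyme and -100% = buffer wells without enzyme; nearly all actives have a fitted effect of over 50% in size; many of its hits are not listed in these tables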
Target sequence (B2RXH2 1-337 limits assumed): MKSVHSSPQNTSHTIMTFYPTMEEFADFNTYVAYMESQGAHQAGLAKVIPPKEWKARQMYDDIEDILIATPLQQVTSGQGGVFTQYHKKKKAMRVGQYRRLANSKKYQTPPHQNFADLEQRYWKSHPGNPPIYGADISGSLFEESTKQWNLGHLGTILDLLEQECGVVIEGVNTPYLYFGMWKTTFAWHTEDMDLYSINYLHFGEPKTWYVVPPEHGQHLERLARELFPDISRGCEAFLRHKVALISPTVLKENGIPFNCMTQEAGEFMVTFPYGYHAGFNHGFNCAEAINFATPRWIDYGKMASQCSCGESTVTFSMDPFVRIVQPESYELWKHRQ
An asterisk follows results filed as active; i = inactive; ? = inconclusive; · = not tested or not shown; [ ] = dose if it differs, or a comment. Unless noted, calls follow the shape of the dose curve; as a rule, active = well fitted curve in the direction sought with a large enough effect; inconclusive = small, poorly fitted or top-dose-only effect, or another doubt; inactive = no such curve, though single readings can be large; an effect the other way counts as inactive or inconclusive. Potency is read from the fitted curve at half-maximal effect.

SMILES | ALDH1A1 block | Tau fibril ThT | KinaseGlo FLuc | SMN2 splice up | LMNA splice mod | RECQ1 inh | L3MBTL1 block | JMJD2E inh
Cc1cccc(N(CC(=O)N2CCN(c3ccc(F)cc3)CC2)S(C)(=O)=O)c1C | 5% | -1% | 1% | · | ? | i | -1% | 13%
Cc1ccccc1NC(=O)c1ccc(Nc2c([N+](=O)[O-])cc([N+](=O)[O-])c3ccccc23)cc1 | ? | ? | -1% | -75%[inhibitor] | ? | -7% | -14% | 4%
COc1cc(Br)cc(C2C3=C(CCCC3=O)N(c3ccc(F)cc3)C3=C2C(=O)CCC3)c1O | -11% | -13% | 1% | · | -11%[46 µM] | -1% | -11% | 11%
COC(=O)c1ccccc1NC(=O)c1cc(OC)cc(OC)c1 | -2% | -14% | 0% | -29% | -2% | -5% | 3%[11.4 µM] | ?
O=S(=O)(N1CCCCCC1)N1CCN(S(=O)(=O)N2CCCCC2)CC1 | 4% | 0% | -5% | 7% | 15% | i | · | -8%
COC(=O)c1ccc(COc2ccccc2/C=C(\C#N)C(=O)Nc2c(C)cc(C)cc2C)cc1 | 9% | -15% | 4% | -72%[inhibitor] | ? | -6% | -8% | -4%
C1CN(c2nc(N3CCOCC3)nc(N3CCOCC3)n2)CCO1 | · | 7% | · | · | · | -2% | 1% | -1%
Cc1cc(C)cc(NC(=S)N2CCN(CCO)CC2)c1 | 7% | 3% | 1% | 17% | -6% | -3% | -13% | -2%
O=C(CCCOc1ccc(Cl)cc1Cl)NCCCO | -1% | 0% | 6% | 34% | 1% | -1% | 51%[activator][11.4 µM] | 2%
COCCn1nnnc1C(c1cccc(C(F)(F)F)c1)N1CCN(Cc2ccccc2)CC1 (configuration not stated) | 5% | -15% | 2% | -7% | 8% | -2% | · | -2%
Cc1cnn(CCC(=O)NNC(=S)Nc2ccccc2)c1 | -2% | -8% | 0% | -18% | 5% | -7% | 5% | 4%
CCCCCCCSc1nc(N)cc(=O)[nH]1 | 9% | -12% | -5% | -8% | 1% | -13% | · | 10%
COC(=O)Nc1ccc(S(=O)(=O)N2CCCC(C(=O)N3CCN(C)CC3)C2)cc1 (configuration not stated) | · | 2% | · | · | · | i | 14% | 2%
Cc1oc2c(c1C(=O)NCc1ccccc1)CCCC2 | -8% | -15% | 2% | -5% | -3% | -9% | -3% | -8%
CCOC(=O)C1CCCN(C(=O)Cn2cccc2C(=O)c2ccccc2)C1 (configuration not stated) | -6% | -11% | -3% | 19% | 11% | -3% | -1% | 6%
O=C(O)c1nccnc1C(=O)N1CCN(c2ccccc2)CC1 | ? | 1% | -2% | 3% | 5% | -5% | -10% | -5%
COc1ccc(O)c(C(=O)c2cc(C#N)c(=O)n(CC3CCCO3)c2)c1 (configuration not stated) | 25µM* | -18% | -4% | -9% | ? | -1% | -4% | -18%
CC1CCCCC1n1c(-c2cccnc2)n[nH]c1=S (configuration not stated) | -2% | 3% | 0% | 2% | · | 11% | 8% | -12%
Nc1cc(N)cc(-c2nc3ccccc3[nH]2)c1 | ? | 13µM* | -6% | ? | -9% | -9% | -24% | -24%
CC1=Nc2cc(C(=O)NCC3CCCO3)ccc2Sc2ccc(Br)cc21 (configuration not stated) | · | 0% | · | · | · | i | -16% | -2%
CCCCCCCCNc1ncnc2ccccc12 | -3% | -10% | -2% | -100%[inhibitor] | ? | 0% | · | 2%
Cc1ccc(S(=O)(=O)N(C)c2cc(S(=O)(=O)Nc3ccncc3)c(C)cc2C)cc1 | 9% | 4% | -1% | -5% | -7% | 2% | ? | 6%
O=C(CN1CCC(n2nnc3cc(F)ccc32)CC1)NCCc1nc2ccccc2[nH]1 | 5% | -10% | -5% | -7% | ? | -5% | -3% | 6%
Cc1ccc(OCCn2cc(/C=N/NC(=O)c3ccncc3)c3ccccc32)cc1 | -9% | -8% | 2% | -64%[inhibitor] | ? | 25µM* | -13% | -4%
CC(=O)Nc1cccc(-c2nc3ccc(NC(C)=O)cc3s2)c1 | ? | ? | 2% | 13µM* | -12%[46 µM] | i | -1% | ?
CSCCC(NS(=O)(=O)c1cccs1)C(=O)NCc1ccccc1 (configuration not stated) | ? | -6% | 3% | 0% | -6% | 5% | 9% | 5%
O=C(c1ccc(N2CCN(C3CC(=O)N(Cc4cccs4)C3=O)CC2)cc1)c1cccnc1 (configuration not stated) | 3.2µM* | ? | 2% | -45%[inhibitor] | · | i | -6% | -4%
C[C@@H](C(=O)N[C@@H](Cc1ccccc1)C(=O)O)n1nnc2ccccc2c1=O | · | 6% | · | · | · | -11% | 13% | 2%
Fc1ccc(-n2cc(-c3ccccc3)[n+]3c2SCC3)cc1 | 0% | 0% | 3% | -15% | 21%[46 µM] | i | 5% | 3%
Cc1c(C(=O)NCc2ccco2)oc2ccc(S(=O)(=O)N3CCC4(CC3)OCCO4)cc12 | ? | -2% | -2% | -14% | 8%[0.0737 µM] | -4% | -9% | 5%
CCOC(=O)N1CCN(C(=O)Cc2cccc3ccccc23)CC1 | 2% | -15% | -4% | · | · | i | -3% | -23%
Fc1ccc(CNC(=S)Nc2ccc(Cl)cc2Cl)cc1 | ? | 10% | 4% | -12% | -15% | 2% | -11% | 4%
O=C(CSC1CC(=O)N(CCc2ccccc2)C1=O)Nc1ccc(Br)cc1 (configuration not stated) | -7% | -5% | 0% | -9% | 16% | i | 6% | -2%
Cc1cc(C)n2nc(Sc3ncccc3[N+](=O)[O-])nc2n1 | · | -7% | · | · | · | 7% | -9% | -2%
O=C(Nc1ccccc1)c1n[nH]c(Cn2cncn2)n1 | 4% | -6% | -1% | 2% | -2% | i | 1% | 3%
O=[N+]([O-])c1ccc(CSc2nc3ccccc3[nH]2)cc1 | -11% | ? | -6% | 16µM* | ? | -9% | 3% | 2%
O=C(NCC(c1cccs1)N1CCOCC1)c1cc([N+](=O)[O-])cc([N+](=O)[O-])c1 (configuration not stated) | 0% | -13% | 4% | 4% | -2% | i | 1% | -3%
COc1ccc(-n2c(C)nc3cc(C(=O)N4CCOCC4)ccc32)cc1 | ? | 0% | -3% | 25% | 10% | 0% | 18% | 0%
CC(C)COC(=O)c1cccc2c1-c1ccccc1/C2=N\O | 8% | -5% | -3% | -1% | -15% | -3% | -6% | -21%
CN(C)C(=O)c1snnc1-c1ccccc1 | -3% | -5% | 18% | -21% | 20% | 4% | · | 1%
O=C(c1cnccn1)N1CCC2(CCCN(c3ccncc3)C2)CC1 | 4% | · | -2% | 4% | · | i | · | ·
Cc1cccc2cc(CN(CCCO)C(=O)Nc3ccccc3Cl)c(=O)[nH]c12 | -7% | -5% | 6% | 20% | -13% | -1% | · | ?
Cc1cc(N2CCCC2)ccc1/C=C1/C(=O)N(C)C(=S)N1C | ? | ? | -2% | -15% | · | i | -12% | -11%
COc1ccc(S(=O)(=O)N2Cc3ccccc3CC2C(=O)Nc2nccs2)cc1 (configuration not stated) | 5µM* | 0% | 4% | ? | -14% | -10% | -3% | 8%
O=c1c2ccccc2sn1-c1cc(S(=O)(=O)N2CCOCC2)ccc1N1CCCC1 | 0.022µM* | 25µM* | -3% | 14% | 4% | -3% | · | 14µM*
COc1ccc(C2(CNC(=O)c3ccc(C)cc3)CCOCC2)cc1 | 8% | -2% | 0% | 3% | -6%[46 µM] | i | 0% | -11%
O=C1NC(Nc2nccs2)(C(F)(F)F)C(=O)N1CCc1ccccc1 (configuration not stated) | 2% | -1% | -1% | -7% | 24% | 12% | 1% | 3%
Clc1ccc2noc(-c3ccccc3)c2c1 | ? | 10% | -6% | 2% | 3% | i | · | 2%
COC(=O)CCC(=O)OC1(C)C(=O)C2=CN(c3ccccc3)C(c3ccc(OC)cc3)=CC2=C(Br)C1=O (configuration not stated) | 3.5µM* | ? | -6%[7.66 µM] | 10%[9.22 µM] | 8%[9.22 µM] | i[11.5 µM] | · | ?
COc1ccc(/C=C(\C#N)C(=O)Nc2cccnc2)cc1 | -13% | -14% | 0% | 2% | -7% | -14% | 11% | -19%
CC(=O)NCCn1c(SCc2cc(=O)n3cc(Cl)ccc3n2)nc2ccccc2c1=O | ? | 0% | 1% | 2% | ? | -9% | -5% | ?
C=CCn1c(C(CCCC)CC(O)COCCC)n[nH]c1=S (configuration not stated) | 5% | 6% | 2% | 7% | · | i | -15% | 1%
CCC/C(O)=C1\C(=O)CCCC1=NCCc1ccc(OCC)c(OCC)c1 | 12% | -1% | 1% | 14% | 10%[46 µM] | -2% | · | 0%
O=C(Cn1ncc2c(=O)oc3ccccc3c21)N1CCN(C(=O)c2ccco2)CC1 | -7% | -8% | -6% | -1% | 2% | i | 2% | 2%
CCCC(C)n1[nH]c(=O)c2c(C)cc(C)nc21 (configuration not stated) | -1% | -8% | 3% | 2% | -9% | 5% | 9% | 5%
COc1cc(CC(=O)Nc2ccc(S(=O)(=O)N(C)C)cc2)cc(OC)c1OC | ? | -5% | -2% | -11% | -6% | -3% | -1% | -2%

Assay outcomes (PubChem BioAssay)

An excerpt. The share of hits here may be higher or lower than overall.
